HIF activator: HIF pathway transcriptional activators, primary screen, cell-based, U2OS HRE-luciferase, luminescence; activation, % at 7.5 µM (by protocol); 300,000 compounds, 0.32% hits; U2OS HRE-luciferase reporter; normalized: DMSO 0%, desferrioxamine 100%;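 active = mean activation of at least 10% of the iron chelator positive control signal, with at least half of replicates also reaching 10%; inconclusive = mean and replicate majority disagree about reaching 10%; inactive = mean and most replicates under 10%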
IEC-6 cytotox: cytotoxicity in IEC-6 intestinal epithelial cells, primary screen, cytotoxicity control for KLF5 inhibitor project, cell-based, luminescence; AID 1825, 2009; inhibition, % at 5 µM; 290,000 compounds, 0.78% hits; IEC-6 cytotoxicity, luminescence viability; in the data active = inhibition above about 22%;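 note: 0% = plate median of test compound wells and 100% = cytotoxic reference compound wells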
HSF1 activator: HSF-1 activators, primary screen, NIH3T3-HGL cells, MG132 stress, luminescence, single point. NIH3T3-HGL HSF-1 luciferase reporter, 8 h; 100% = twice DMSO control signal. activation, % at 9 µM. 300,000 compounds, 1.7% hits;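 active = mean replicate activation of at least 50% with a set share of replicates each reaching 50%; inconclusive = only one of those two conditions met; inactive = mean below 50% and too few replicates reaching it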;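 note: 0% = median of the neutral control wells and 100% = twice that signal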
HSP90 inh: HSP90 inhibitors, primary screen, cell lysate, luminescence; AID 1789, 2009; Rabbit reticulocyte lysate, luciferase refolding luminescence, 3 h; Heat shock protein HSP 90 (rabbit reticulocyte lysate; luciferase refolding); inhibition, % at 5.6 µM; 290,000 compounds, 0.91% hits;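 active = inhibition above the screen-wide mean plus 3 SD, computed separately per campaign, cut at about 16% in these data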;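 note: 0% = DMSO wells and 100% = 60 µM geldanamycin wells; inhibitors lower the luminescence because luciferase stays unfolded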
AI-2 QS modul: Vibrio harveyi AI-2 quorum sensing modulators, primary screen, JMH597 strain, luminescence/OD600 ratio; Vibrio harveyi JMH597 AI-2 luminescence/OD600 ratio, 9 h; stronger effect = lower value; strain lacks LuxN and CqsS sensors; 0 = neutral-control median; activity change, % at 7.5 µM; 300,000 compounds, 0.4% hits; AID 2094, 2009; in the data active = activity change below about -75%, passing the limit was not always enough; inconclusive = no clear call, values can overlap the other calls;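 note: luminescence divided by OD600 gain over 9 h not by final OD600 alone; inactives centre near 13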
Platelet DG rel: inhibitors of platelet dense granule secretion, primary screen, cell-based, MLPCN, human platelets | human platelet-rich plasma, SFLLRN dense granule ATP release, luminescence | inhibition, %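 (compounds screened at 7.5 µM in platelet-rich plasma)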 | 300,000 compounds, 0.22% hits | AID 1663, 2009;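 active = mean replicate score, as percent of positive control, at or above 50; inconclusive = mean below 50 but at least one replicate at or above 50; inactive = mean and every replicate below 50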
KLF5 inh: KLF5 expression inhibitors, primary screen, DLD-1 cells, luminescence; AID 1700, 2009; 290,000 compounds, 0.23% hits; inhibition, % at 5 µM; DLD-1 KLF5 promoter-luciferase reporter;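 active = inhibition above a per-plate limit of that plate's mean compound inhibition plus 3 SD, cut at about 60% in these data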;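 note: 0% = DMSO wells and 100% = LY294002 at 200 µM; higher means less KLF5 promoter-driven luciferase light; inactives centre near -14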
SKKanGAS inh: S. pyogenes SKKanGAS growth inhibitors in kanamycin, primary screen, streptokinase expression inhibitor project, SKKanGAS strain, BacTiter-Glo luminescence; 6 h; inhibition, % at 7.5 µM; 300,000 compounds, 1.3% hits; AID 1662, 2009;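 active = mean replicate score, as percent of positive control median, at least 50; inconclusive = mean below 50 but one replicate at or above 50; inactive = mean and every replicate below 50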;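 note: strain carries kanamycin resistance gene driven by streptokinase promoter and grows in 40 µg/ml kanamycin; loss of luminescence reflects streptokinase promoter inhibition or plain growth inhibition; 0% = median of DMSO wells and 100% = positive control at its reference dose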
HSF1 inhib: HSF1 inhibitors in luciferase reporter cells, primary screen, cell-based, NIH3T3, luminescence; NIH3T3-HGL HSE-luciferase, MG132-induced, luminescence 8 h; stronger effect = lower value; activity change, negative = inhibition, % at 7.5 µM (by protocol); 300,000 compounds, 0.77% hits; AID 2098, 2009;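 active = more than half of replicate wells show activity change below -50%, luminescence cut by over half; inconclusive = some wells, but at most half, below -50%; inactive = no replicate well below -50%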;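 note: luciferase reports HSF-1 transcriptional activity via heat shock element; 0% = median of DMSO wells and -100% = zero luminescence signal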
aSyn 5UTR inh: MLPCN primary screen, SNCA 5' untranslated region; alpha-synuclein 5'UTR reporter, inhibitor activity; inhibition, % (tested at 7.5 µM); 300,000 compounds, 0.82% hits; AID 1813, 2009; in the data active = inhibition above about 60%; inconclusive = no clear call, values can overlap the other calls;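 note: H4 neuroglioblastoma cells stably carrying SNCA 5'UTR luciferase fusion; 0% = DMSO wells and 100% = positive control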
* = called active by the depositor; ? = inconclusive; . = not tested or not shown.

SMILES	HIF activator	IEC-6 cytotox	HSF1 activator	HSP90 inh	AI-2 QS modul	Platelet DG rel	KLF5 inh	SKKanGAS inh	HSF1 inhib	aSyn 5UTR inh
O=C(Cc1ccc2c(c1)CCCC2)Nc1ccccc1Br	-0.1	-1	10	-2	26	-4	-19	1	7	-3
C/C(=N\O)c1ccc(N2C(=O)C3CC=C(Cl)CC3C2=O)cc1 (stereo not given)	6.7	1	-7	2	25	0	32	-1	5	-24
CCSC1=NCCN1C(=O)c1ccc(S(=O)(=O)N(C)C)cc1	-0.2	-2	-2	0	20	6	10	2	2	9
CCN1CCN(C(=O)c2cc(COc3ccc(F)cc3F)on2)[C@@H](C)C1=O	-0.2	4	0	-1	-9	-5	-33	-1	-6	8
CCn1nc(C(=O)Nc2cc(Cl)ccc2-n2cncn2)c2ccccc2c1=O	-0.6	.	18	.	15	-27	.	-9	5	2
Clc1ccccc1CSC1=NCCN1	0.1	10	-3	-2	-3	-4	-10	0	-5	24
CC(=O)c1c(C(C)=O)c(C)n(NC(=O)c2ccccc2O)c1C	-0.2	0	-14	0	-7	-1	-7	-3	-11	15
COc1ccc(CNC(=O)C(OC(=O)c2ccco2)c2ccc(OC)cc2)cc1 (stereo not given)	-0.3	4	-1	4	29	0	20	3	1	-5
CC(=O)N1CCN(S(=O)(=O)c2ccc(C)cc2)C1C (stereo not given)	-1.8	.	3	.	15	0	.	-6	-3	-2
N#Cc1c(N)nc2c(c1-c1ccc3c(c1)OCO3)CCCCCC2	-0.6	-13	-7	-6	24	20	-30	8	-6	26
O=C(Cc1c[nH]c2ccccc12)Nc1nccs1	1.8	0	-1	1	43	1	-20	0	5	-22
Cc1ccc(CCN2CC(C(=O)NC3CCCC3)CC2=O)cc1 (stereo not given)	0.0	4	-5	5	16	-1	-28	-5	-5	-2
COc1ccc(CN(CCC(c2ccccc2)C2CCOC(C)(C)C2)C(C)=O)cc1 (stereo not given)	0.1	2	-1	-1	9	-10	21	1	-7	24
Cc1cccc(NC(=O)Nc2cccc3ccccc23)c1	0.4	-1	9	1	1	-8	-30	1	2	-35
Cc1oc2cc(O)ccc2c(=O)c1-c1ccccc1	0.0	-3	-9	-1	6	5	7	-1	-5	8
O=C(N/N=C/c1ccccn1)c1cc(-c2ccc3ccccc3c2)n[nH]1	2.6	2	24	2	51	-6	-116	-21	21	-161
CCOC(=O)c1ccc(N2C(=O)CC(N3CCC(O)(c4ccc(Br)cc4)CC3)C2=O)cc1 (stereo not given)	-0.5	1	10	-2	28	7	-8	0	4	9
CCC1CCCCN1CCCNC(=O)Cn1cc2c(n1)-c1c(oc(C(=O)N3CCCC3)c1C)CC2 (stereo not given)	-0.8	-2	8	-4	15	-4	-10	-3	-2	4
O=C(CN1CCOCC1)NN=C(c1ccccc1)c1ccccc1	-0.4	4	14	3	15	-2	10	-6	1	20
Cc1cc(/C=N/NC(=O)C(O)(c2ccccc2)c2ccccc2)c(C)n1-c1ccccc1	-0.3	-13	4	-1	28	-2	-28	-2	3	-6
Cc1cc(C)c(S(=O)(=O)c2ccccc2)c(OC(=O)c2c(Cl)cccc2Cl)n1	-10	1	18	-3	1	1	-19	5	12	-19
CCOc1ccc2nc(SCC(=O)c3ccc(O)cc3O)sc2c1	-27	-7	24	1	18	-9	-26	1	-13	-19
O=C(NC1CCCC1)C(c1ccccn1)N(C(=O)c1csnn1)c1ccc(F)cc1 (stereo not given)	0.2	0	-5	3	1	10	-24	1	-6	-3
O=S1(=O)CCOC[C@H](CC2CCCCC2)N1Cc1cccc(Cl)c1	-0.2	-7	2	1	8	1	-10	21	6	34
Cc1cc(C)c(C#N)c(Oc2ccc(F)cc2)n1	0.3	4	8	3	23	4	-9	4	1	13
COCCn1c(SCC(=O)NCc2ccco2)nnc1C(C)C	-1.4	6	-7	2	15	4	3	2	-5	-7
CC1CCc2c(sc3nc(CN4CCOCC4)nc(NS(=O)(=O)c4cccc([N+](=O)[O-])c4)c23)C1 (stereo not given)	0.1	5	-1	1	5	10	7	20	3	8
COC(=O)c1ccc(Sc2ccccn2)c([N+](=O)[O-])c1	-0.2	6	10	-3	16	-3	-24	33	-8	-20
CCc1nc(C)cn1S(=O)(=O)c1cc(C)c(OC)cc1C	0.0	2	11	0	6	21	-20	1	-4	3
Cc1cc2ncn(CCCCOc3ccccc3)c2cc1C	0.1	-1	17	2	34	-5	20	-13	-1	-25
Cc1onc(C(=O)N2CCOCC2)c1[N+](=O)[O-]	0.2	5	-36	3	11	17	-17	-6	-18	-9
O=[N+]([O-])c1ccc(S(=O)(=O)N(CC(O)CN2CCCCC2)c2ccccc2)cc1 (stereo not given)	0.1	-7	14	3	10	-2	-7	5	7	-16
CS(=O)(=O)Oc1ccc(/C=N/NC(=O)c2ccncc2)cc1	0.2	-8	0	-5	7	15	-7	3	0	8
CC(=O)c1ccc(N/N=C(/C(N)=O)C2=NC(C)(C)Cc3ccccc32)cc1	-0.8	40*	-3	0	9	15	24	-1	7	?
Cc1[nH]c2ccccc2c1SCC(=O)N1CCCCCC1	0.2	3	8	1	1	7	-18	-2	7	-8
COc1ccccc1CNC(=O)N1CCN(S(=O)(=O)c2ccc(Cl)cc2)CC1	-0.4	-5	-10	-1	28	16	1	6	4	18
O=C(COc1ccccc1)n1nc(-c2ccc(Cl)cc2)nc1NCc1ccco1	3.4	4	31	-4	11	-2	-40	-1	22	-132
CCOC(=O)c1ccc2c(c1)nc(SCC(=O)N1CCOCC1)n2CC	-0.9	7	11	-4	13	7	4	0	-1	13
O=C(Nc1ccncc1)c1c(F)c(F)c(F)c(F)c1F	-0.3	0	-12	-1	21	0	-17	-2	-8	-29
CCn1cc(C(=O)NCCCN(CC(C)C)CC(C)C)c(=O)c2cc(S(=O)(=O)N3CCOCC3)ccc21	-0.4	-2	16	-2	-2	-13	-21	-14	1	-6
CN(C)C=NC(=O)/C(C#N)=C1\CCc2ccccc2N1	-0.3	-2	-9	0	11	6	-45	2	1	-41
O=C(NCCNC(=O)c1cc(OCC(F)(F)F)ccc1OCC(F)(F)F)Nc1ccccc1	0.3	-1	2	-2	-6	-7	-15	-13	2	4
CC(=O)C1=C(O)C(=O)N(c2ccc(S(N)(=O)=O)cc2)C1c1cccc([N+](=O)[O-])c1 (stereo not given)	0.0	7	1	0	10	-3	-25	-4	2	7
Cn1nc(C(F)(F)F)c2cc(C(=O)O)sc21	0.3	6	-4	-1	16	-3	-15	-18	-3	-4
COc1ccc(Cl)cc1S(=O)(=O)N1CCCC(C(=O)N2CCOCC2)C1 (stereo not given)	-0.9	-1	-19	1	25	3	-36	-4	-2	10
Cc1cc(C(=O)NCC(=O)OCC(=O)N(C)C2CCCCC2)ccc1[N+](=O)[O-]	0.1	0	-32	-1	9	5	-10	-8	-18	2
Cc1ccc(S(=O)(=O)NC(C)(C)CSc2nncn2N)cc1	-0.3	-2	-83	-2	5	-16	-13	-6	-77*	3
CCN(CC)c1ccc([N+](=O)[O-])cc1/C=N/NC(=O)CC#N	-3.8	-9	6	2	41	17	2	3	-4	-2
CC1=NN(c2ccccc2)C(=O)C1C=Nc1ccccc1O (stereo not given)	-0.4	5	24	2	-20	3	-22	25	17	-37
Cc1onc(-c2ccccc2)c1-c1n[nH]c(=S)n1-c1ccc(C(=O)O)cc1	-0.1	-1	-1	-2	32	3	-21	0	-8	-4
NCCS(=O)(=O)NC1CCCCC1	0.0	-11	12	1	9	2	-25	66*	4	-3
CC1(C)CC(=O)C2=C(C1)Nc1ccccc1NC2c1ccccc1F (stereo not given)	-0.9	0	-4	-4	5	5	-50	-2	-3	2
CC1(C)CC(=O)C(C=Nc2cccnc2)=C(O)C1	-0.2	2	133*	0	22	0	-33	-3	79	11
CCOP(=O)(OCC)C(NC(=O)C(F)(F)F)c1ccccc1 (stereo not given)	0.0	-8	-17	0	16	1	-9	-1	-2	-4
Cc1ccc(C)c(N=C2CCCN2Cc2ccccc2)c1C#N	0.0	2	-10	1	8	2	-17	0	-1	19
CCN(CC(=O)Nc1ccc(NC(C)=O)cc1)C(=O)c1cccc(-n2cccc2)c1	-0.4	.	-5	.	30	4	.	-5	-3	8
CCOc1ccc(OCCC(=O)NNC(=O)c2ccccc2Cl)cc1	-0.7	.	-22	.	12	0	.	-1	-9	-3
CC(OC(=O)c1cccs1)C(=O)NCC1CCCO1 (stereo not given)	-0.1	1	-8	1	19	6	-7	0	-5	-18
O=c1nc(N/N=C/c2c[nH]c3ccccc23)cn[nH]1	1.5	5	21	27*	15	46	-57	1	10	-61
O=C(N1CCCCC1)N1CCN(C(=O)N2CCCCC2)CC1	0.2	4	1	3	23	2	-3	-1	-8	2

(next part)
SMILES	HIF activator	IEC-6 cytotox	HSF1 activator	HSP90 inh	AI-2 QS modul	Platelet DG rel	KLF5 inh	SKKanGAS inh	HSF1 inhib	aSyn 5UTR inh
CC(=O)Nc1ccc(C(=O)Nc2cc(C)on2)cc1	2.1	7	12	3	9	-2	-9	11	3	-85
CCn1c(C)nc2cc(C(=O)N=Nc3c(O)[nH]c4ccccc34)ccc21	1.0	1	12	-2	19	17	-19	2	-1	-49
COC(=O)c1sc(N)c(C(=O)OC)c1Cn1ncc(Cl)c(Cl)c1=O	0.8	13	61*	1	21	-11	-27	7	20	-53
CN(Cc1ccccc1)C(=O)CN(c1ccc(F)cc1)S(=O)(=O)c1ccc2c(c1)OCCO2	1.2	-6	9	-2	8	5	-20	10	-7	12
COc1ccc(C(=O)O)cc1Nc1cc(C)nc2ncnn12	-0.3	2	-15	1	32	-6	8	-3	-8	-19
CC(=O)N(C)c1ccc(NC(=S)NC(=O)/C=C/c2ccco2)cc1	-0.7	-10	30	6	29	-16	19	7	12	-23
COCCCn1c(SCCc2ccccc2)nc2cc(OC)c(OC)cc2c1=N	-1.2	-5	-4	1	-1	7	-31	0	3	-28
Cc1ccc(N2CN(S(=O)(=O)c3cccc([N+](=O)[O-])c3)c3nc4ccccc4nc32)cc1	-0.9	9	-9	8	1	10	2	1	-6	0
Cc1ccccc1CN1CCN(C2CCC2)CC1CCO (stereo not given)	-1.0	4	-7	1	20	-1	-28	-2	-5	8
CNS(=O)(=O)c1ccc(NC(=S)Nc2ccc3c(c2)OCO3)cc1	2.1	0	-1	-4	20	-1	-10	-2	-10	-129
CCCCNC(=O)CCn1c(=O)c2ccccc2n(CC(=O)Nc2ccccc2OCC)c1=O	0.4	-8	15	-1	19	-3	-4	3	5	23

From PubChem BioAssay
